Compound activity as filed in PubChem.
Cav3 T inh: Cav3.2 calcium influx blockers – cell-based, Fluo-4 calcium fluorescence, FDSS, MLSMR library, primary screen | Voltage-dependent T-type calcium channel subunit alpha-1H (Homo sapiens), O95180 | Cav3.2-expressing cells; stronger effect = lower value | B-score at 10 µM | 4% of 100,000 active;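 active = single-dose well whose peak fluorescence ratio is a statistical outlier from its plate by either plate-standardised score or position-corrected B-score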
Target sequence (O95180 whole entry, looked up): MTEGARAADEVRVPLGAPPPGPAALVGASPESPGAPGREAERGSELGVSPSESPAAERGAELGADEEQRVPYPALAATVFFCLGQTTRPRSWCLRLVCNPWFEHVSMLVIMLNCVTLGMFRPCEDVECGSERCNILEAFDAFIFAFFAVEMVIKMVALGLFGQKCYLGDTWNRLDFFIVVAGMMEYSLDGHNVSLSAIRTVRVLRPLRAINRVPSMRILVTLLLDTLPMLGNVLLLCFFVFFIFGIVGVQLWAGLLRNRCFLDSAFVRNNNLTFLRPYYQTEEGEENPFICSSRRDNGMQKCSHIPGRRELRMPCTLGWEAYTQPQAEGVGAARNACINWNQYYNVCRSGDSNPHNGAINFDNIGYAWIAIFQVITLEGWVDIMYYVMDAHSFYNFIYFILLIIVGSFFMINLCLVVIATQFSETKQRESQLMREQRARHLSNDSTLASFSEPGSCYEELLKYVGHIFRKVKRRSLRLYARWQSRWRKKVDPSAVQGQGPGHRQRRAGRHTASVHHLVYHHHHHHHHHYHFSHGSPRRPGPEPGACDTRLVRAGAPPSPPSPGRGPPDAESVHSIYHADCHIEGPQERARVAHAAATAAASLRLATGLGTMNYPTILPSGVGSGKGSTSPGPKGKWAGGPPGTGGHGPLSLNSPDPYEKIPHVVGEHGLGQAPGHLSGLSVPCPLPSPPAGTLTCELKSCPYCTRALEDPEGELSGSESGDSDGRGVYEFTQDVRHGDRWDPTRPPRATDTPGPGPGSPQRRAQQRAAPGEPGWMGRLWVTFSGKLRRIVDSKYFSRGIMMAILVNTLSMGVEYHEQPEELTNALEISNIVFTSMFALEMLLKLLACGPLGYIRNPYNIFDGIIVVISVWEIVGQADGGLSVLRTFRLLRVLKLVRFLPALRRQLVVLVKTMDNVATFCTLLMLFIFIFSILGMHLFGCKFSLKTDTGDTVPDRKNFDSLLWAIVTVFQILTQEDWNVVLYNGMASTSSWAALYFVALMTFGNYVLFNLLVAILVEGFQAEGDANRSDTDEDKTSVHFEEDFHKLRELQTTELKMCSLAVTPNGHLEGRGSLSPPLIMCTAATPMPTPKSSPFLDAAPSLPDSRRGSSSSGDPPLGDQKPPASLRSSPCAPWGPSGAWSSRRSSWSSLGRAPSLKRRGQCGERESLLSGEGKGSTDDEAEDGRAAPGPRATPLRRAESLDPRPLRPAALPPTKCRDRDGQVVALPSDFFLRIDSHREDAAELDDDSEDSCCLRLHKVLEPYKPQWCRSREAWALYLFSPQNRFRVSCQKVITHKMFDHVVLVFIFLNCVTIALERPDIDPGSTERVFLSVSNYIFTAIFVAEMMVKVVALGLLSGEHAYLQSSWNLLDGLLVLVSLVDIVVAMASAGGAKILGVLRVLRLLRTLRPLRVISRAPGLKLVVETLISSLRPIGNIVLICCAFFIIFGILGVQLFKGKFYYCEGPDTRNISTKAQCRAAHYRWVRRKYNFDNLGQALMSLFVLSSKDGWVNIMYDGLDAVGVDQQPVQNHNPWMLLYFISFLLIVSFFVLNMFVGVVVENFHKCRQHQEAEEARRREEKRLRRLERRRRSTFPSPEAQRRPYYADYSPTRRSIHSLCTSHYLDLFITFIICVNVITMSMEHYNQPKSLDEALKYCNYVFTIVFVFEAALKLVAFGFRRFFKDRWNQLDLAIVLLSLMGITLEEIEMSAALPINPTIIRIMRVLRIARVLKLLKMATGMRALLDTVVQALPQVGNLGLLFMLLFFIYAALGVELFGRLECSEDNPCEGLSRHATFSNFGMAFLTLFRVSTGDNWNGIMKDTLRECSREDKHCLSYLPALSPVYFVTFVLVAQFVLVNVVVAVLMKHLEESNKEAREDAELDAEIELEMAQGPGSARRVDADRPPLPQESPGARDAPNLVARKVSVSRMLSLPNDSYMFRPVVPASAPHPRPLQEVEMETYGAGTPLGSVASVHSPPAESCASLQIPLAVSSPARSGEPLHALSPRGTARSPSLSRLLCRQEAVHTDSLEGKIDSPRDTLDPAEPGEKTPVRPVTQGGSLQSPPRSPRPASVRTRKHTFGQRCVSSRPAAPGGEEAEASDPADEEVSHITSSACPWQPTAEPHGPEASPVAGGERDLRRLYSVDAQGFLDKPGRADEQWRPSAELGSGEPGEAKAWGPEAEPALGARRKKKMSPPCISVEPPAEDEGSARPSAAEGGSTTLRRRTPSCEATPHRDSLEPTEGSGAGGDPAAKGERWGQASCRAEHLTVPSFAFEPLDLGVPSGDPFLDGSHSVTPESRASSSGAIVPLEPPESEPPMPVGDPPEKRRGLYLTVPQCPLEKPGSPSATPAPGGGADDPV
Starred values were filed as active, the others as inactive.

Cav3 T inh | molecule
0.58 | Cn1c(SCC(=O)N2CCCCCC2)nc2c([nH]c3ccccc32)c1=O
0.18 | CC(C)(C)NC(=O)c1ccncc1
-5.6* | CCOc1cc2c3c(c1)C1(C(=O)N3C(C)(C)C=C2C)C(C#N)=C(N)Oc2cc(O)ccc21 (stereo unspecified)
-0.017 | CN(C)CCCC1(O)c2ccccc2C=Cc2ccccc21
1.1 | O=c1c2cnn(-c3ccccc3)c2ncn1Cc1cccnc1
-4.2 | Cc1cccc(Cc2c(C)nc3c(C(=O)N4CCN(Cc5ccc6c(c5)OCO6)CC4)cnn3c2C)c1
0.96 | Cc1cc(=O)[nH]c2ccccc12
-5.3* | Cc1ccc2cc(C)c3nnc(SCC(=O)Nc4nc5c(s4)CCCC5)n3c2c1C
0.67 | COc1cc(O)cc2cc3c(c(O)c12)C(=O)CC(C)(O)O3 (stereo unspecified)
1.2 | O=C(Nc1ccc(-c2cn3ccsc3n2)cc1)C1CC1
-0.02 | Cc1nnc(SCC(=O)Nn2cnnc2)s1
0.5 | Cc1ccc(C(=O)OCC(=O)NC(=O)c2cccn2C)cc1

Compounds from the list above containing an NH in an aromatic ring, in the order listed:
Cav3 T inh | molecule
0.58 | Cn1c(SCC(=O)N2CCCCCC2)nc2c([nH]c3ccccc32)c1=O
0.96 | Cc1cc(=O)[nH]c2ccccc12

The main list resumes; the 6 compounds before the break are reprinted first.
Cav3 T inh | molecule
0.96 | Cc1cc(=O)[nH]c2ccccc12
-5.3* | Cc1ccc2cc(C)c3nnc(SCC(=O)Nc4nc5c(s4)CCCC5)n3c2c1C
0.67 | COc1cc(O)cc2cc3c(c(O)c12)C(=O)CC(C)(O)O3 (stereo unspecified)
1.2 | O=C(Nc1ccc(-c2cn3ccsc3n2)cc1)C1CC1
-0.02 | Cc1nnc(SCC(=O)Nn2cnnc2)s1
0.5 | Cc1ccc(C(=O)OCC(=O)NC(=O)c2cccn2C)cc1
-0.26 | O=C1N(Cc2ccccc2)CCCC12CCCN(Cc1ccccc1)C2=O
1.2 | Cc1cc(C)n(-c2nc(NC(C)C)nc(NC(C)C)n2)n1
-2.6 | CC(=O)c1cccc(NC(=O)c2ccc(N(Cc3ccccc3C)S(C)(=O)=O)cc2)c1
-0.4 | CCn1c(SCC(=O)N2CCOCC2)nnc1-c1cccs1
-0.42 | CCOC(=O)c1c(NC(=O)c2nc3n(n2)C(C(F)F)CC(C)N3)sc2c1CCCC2 (stereo unspecified)
1.2 | Nc1nnc(-c2ccccc2)c(-c2ccccc2)n1
0.91 | Cc1nnc(-c2ccccc2)nc1N1CCOCC1
-0.3 | Fc1ccc(-c2nnc(SCc3ncc(-c4ccccc4)o3)n2CC2CCCO2)cc1 (stereo unspecified)
-1 | Cc1ccc(C(=O)OCC(=O)Nc2sc3c(c2C#N)CCCC3)cc1NC(=O)c1ccco1
-0.38 | Cc1cc(-c2ccccc2)n2ncc(C#N)c2n1
0.31 | O=C(CSc1nc2ccccc2n1-c1ccccc1)NCC1CCCO1 (stereo unspecified)
1.3 | CCOC(=O)Cn1c(N2CCOCC2)nc2c1c(=O)[nH]c(=O)n2C

Of the compounds above, 3 contain two or more sulfur atoms:
Cav3 T inh | molecule
-5.3* | Cc1ccc2cc(C)c3nnc(SCC(=O)Nc4nc5c(s4)CCCC5)n3c2c1C
-0.02 | Cc1nnc(SCC(=O)Nn2cnnc2)s1
-0.4 | CCn1c(SCC(=O)N2CCOCC2)nnc1-c1cccs1

Further structures
Cav3 T inh | molecule
0.48 | O=C1c2ccccc2-c2ccc(C(=O)N3CCOCC3)cc21
-2.5 | C=CCn1c(SC(C)C(=O)NCc2ccc3c(c2)OCO3)nnc1C1CCCCC1 (stereo unspecified)
0.14 | CS(=O)(=O)N(CC(=O)NCCc1ccccc1)C1CCCCC1
0.25 | CCC(C)(C)n1nnnc1C(c1cccs1)N1CCN(Cc2ccccc2)CC1 (stereo unspecified)
0.28 | Cc1ccc(-n2cc(C(C)(C)C)[nH]c2=S)cc1
-2.2 | Cc1cc(S(=O)(=O)N2CCN(c3ccccc3C)CC2)ccc1F
-1.7 | O=C(Oc1ccc(F)cc1C(=O)/C=C/c1cccs1)c1cccc([N+](=O)[O-])c1
-0.91 | Cc1ccc(S(=O)(=O)N2CCOCC2)cc1C(=O)Nc1ccc(-c2cn3ccsc3n2)cc1
-0.31 | COc1ccc(-c2nc(C)c(C(C)=O)n2O)cc1
0.053 | CCOC(=O)N1CCN(C(=O)c2ccc3c(=O)n4c(nc3c2)CCCCC4)CC1
0.97 | CCOC(=O)Nc1cc(C(=O)OC)ccc1C
1.4 | CN(C(=O)c1ccc(Cl)c(S(=O)(=O)N2CCOCC2)c1)c1ccccc1C(=O)O

(next part)
Cav3 T inh | molecule
-0.69 | COC(=O)c1cc(NC(=O)Nc2cc(OC)ccc2OC)cc(C(=O)OC)c1
0.26 | CC(=O)N1CCN(c2ccc(NCc3ccccc3)cc2)CC1
-1.5 | COc1ccc(NC(=O)COn2nnc3ccc(Cl)cc32)cc1OC
1.7 | CCC(C)C(=O)Nc1cc(C(=O)OC)cc(C(=O)OC)c1 (stereo unspecified)
0.13 | CC(O)CNc1nc2c(c(=O)n(C)c(=O)n2C)n1Cc1cccc(C(F)(F)F)c1 (stereo unspecified)
-0.54 | Cc1ccc(C(=O)CSc2nnc(-c3cccs3)n2C)o1
1.7 | CCOC(=O)N1CCN(C(=O)C2CCN(S(=O)(=O)c3ccccc3)CC2)CC1
-5.3* | Clc1ccc(CSc2cc3c(nn2)-c2ccccc2CC3)cc1Cl
-0.2 | Cc1c(NC2=NC3(CCCCC3)Cc3ccccc32)c(=O)n(-c2ccccc2)n1C
0.41 | CCN(CC)CCN1C(=O)C(=O)/C(=C(/O)c2cnn(-c3ccccc3)c2C)C1c1cccs1 (stereo unspecified)
-1.6 | CCOC(=O)C(C)Sc1nc(-c2ccco2)cc(C(F)(F)F)c1C#N (stereo unspecified)
-0.47 | COc1ccc(NC(=O)CN(c2ccccc2)S(=O)(=O)N(C)C)cc1OC

Cav3 T inh, hit marks shown above
Cav3 T inh | molecule
-5.6* | CCOc1cc2c3c(c1)C1(C(=O)N3C(C)(C)C=C2C)C(C#N)=C(N)Oc2cc(O)ccc21 (stereo unspecified)
-5.3* | Cc1ccc2cc(C)c3nnc(SCC(=O)Nc4nc5c(s4)CCCC5)n3c2c1C
-5.3* | Clc1ccc(CSc2cc3c(nn2)-c2ccccc2CC3)cc1Cl

Next part:
Cav3 T inh | molecule
0.4 | Fc1ccc(NC(=S)N2CCCC2)cc1
-0.62 | COC(=O)C1=C(C)N(Cc2ccccc2)C(=O)N[C@H]1CCc1ccccc1
0.33 | O=C(NCC(=O)N(CCc1ccccc1)C(C(=O)NC1CCCCC1)c1ccncc1)c1ccco1 (stereo unspecified)
-5.3* | O=S(=O)(c1ccccc1)c1nc(Nc2ccccc2N2CCOCC2)sc1Cl
-1.1 | Cc1ccccc1-n1nc2c(c1NC(=O)c1ccc(S(=O)(=O)N(C)C)cc1)CSC2
0.55 | O=S(=O)(NC1CCCC1)c1ccc(S(=O)(=O)N2CCN(c3ccccc3)CC2)cc1
0.42 | CC(N=Cc1ccccc1O)c1ccccc1 (stereo unspecified)
0.0028 | O=C(CC1NC(=O)NC1=O)NC1(C(=O)NC2CCCCC2)CCCCC1 (stereo unspecified)
-1.8 | Cc1cccc(C(=O)Nc2ccc(C(=O)/C=C/c3cccs3)cc2)c1
0.55 | Cc1cc2c(c(=O)n1CC1CCCO1)C(c1ccc3c(c1)OCO3)C(C#N)=C(N)O2 (stereo unspecified)
-3.9 | Cc1noc(/C=C/c2ccco2)c1S(=O)(=O)N1CCC(C(=O)N(C)Cc2ccccc2)CC1
-0.15 | Clc1ccc(OCCCn2cncn2)cc1Cl

Continuation:
Cav3 T inh | molecule
0.88 | Cc1ccc2[nH]c(=O)c(CN(CCCN3CCOCC3)Cc3nnnn3C3CCCC3)cc2c1
-0.19 | O=C(Cn1nc(C(=O)O)c2ccccc2c1=O)NCC1CCCO1 (stereo unspecified)
0.3 | CCNC(=S)NNC(=O)c1csc2ccccc12
-0.13 | COc1ccc(CN2C(=O)CS(=O)CC2=O)cc1OC
-2.2 | COc1nn(C(C)C(=O)N2N=C(C(F)F)CC2(O)C(F)F)cc1[N+](=O)[O-] (stereo unspecified)
-0.29 | CCCCOC(=O)Nc1nnc(CCOCC)s1
0.44 | O=C(c1cccnc1)N1CCN(Cc2cccc(Br)c2)CC1
-2.3 | CCSc1nc(C)c(C(C)=O)cc1C#N
-0.39 | Cc1ccc(-c2csc(C3C(N)=NC(S)=C(C#N)C34CCCCC4)n2)cc1 (stereo unspecified)
-3.5 | O=C(Oc1cccc(NC(=O)c2ccco2)c1)c1ccc(Br)c(S(=O)(=O)N2CCCCC2)c1
-0.068 | O=S(=O)(Cc1cccc(F)c1)c1c[nH]c2ccccc12
3.2 | CCOc1ccc(C2CC(=O)NC(SC)=C2C#N)cc1 (stereo unspecified)

Additional records follow.
Cav3 T inh | molecule
0.017 | CCOC(=O)c1ccc(NC(=O)Nc2ccc(S(N)(=O)=O)cc2)cc1
-0.23 | O=S(=O)(c1ccc(-c2csc(-c3cccnc3)n2)cc1)N1CCCCC1
0.23 | Cc1nc2ncnn2c(C)c1CCC(=O)Nc1csc(N)n1
-0.16 | COc1ccc(-c2c(=O)n(OCc3ccccn3)c3ccccc3[n+]2[O-])cc1OC
0.53 | CCOC(=O)c1c(C)c(C(=O)NC(C)COC)c(C)n1C (stereo unspecified)
1.5 | Cc1ccc2oc(=O)c3cnn(CC(=O)NCCN4CCOCC4)c3c2c1
1.3 | CCn1c(N2CCN(C(=S)NC)CC2)nc2ccccc21
0.81 | CC1CCCN(CCCNC(=O)c2coc3nc4ccccc4nc23)C1 (stereo unspecified)
1.4 | Cn1c(=O)c2c(nc(NCCc3ccccc3)n2CC(=O)NCCc2ccccc2)n(C)c1=O
-1.2 | CN(Cc1ccccc1)S(=O)(=O)c1cccc2cccnc12
-0.97 | Nc1ccc(N2CCOCC2)c(Cl)c1
-0.44 | CCCNC(=O)C1CNc2ccccc2O1 (stereo unspecified)

The list goes on:
Cav3 T inh | molecule
-0.023 | C/C=C(\C)C(=O)N[C@@H](C)CN1C2=NC[C@H](C(C)C)N2C[C@H]1Cc1ccc(OC)cc1
-0.26 | CCOc1ccc(NC(=O)Nc2ccc3nccnc3c2)cc1
1 | CCn1c(=O)cc(SCC(=O)NCc2cccnc2)c2ccccc21
0.28 | Cn1c(SCC(=O)N2CCOCC2)nc(O)cc1=O
1.1 | Cc1ccc(-c2nnc(SCC(=O)NCC3CCCO3)n2C)cc1 (stereo unspecified)
-0.54 | O=C(CNC(=O)c1ccc([N+](=O)[O-])cc1)N/N=C\c1ccc(OC(=O)c2ccccc2)cc1
-0.26 | CCc1ccc(Oc2cc(C)nc(N)n2)cc1
0.33 | COc1cccc(-n2c(Cc3cc(=O)[nH]c(=O)[nH]3)nnc2SCc2cccnc2)c1
-1.7 | COc1ccc(NC(=O)Cn2nc(C(F)(F)F)c3c2CCCC3)c(OC)c1
0.17 | CCCSC1=N/C(=C\C=C\c2ccco2)C(=O)S1
-0.048 | Cc1ccc(C)c(S(=O)(=O)NCC(=O)Nc2sc3c(c2C(N)=O)CCC(C)C3)c1 (stereo unspecified)
-1.3 | CC(C)(C)n1nc(Cc2cccc3ccccc23)c(C#N)c1N

Next section
Cav3 T inh | molecule
0.36 | COC(=O)[C@@H]1C[C@@]2(O)[C@H](O)[C@H](O)[C@H](O)C[C@H]2N1Cc1cccc2ccccc12
-0.084 | CC1CCCN(S(=O)(=O)c2ccc(S(=O)(=O)N3CCCN(Cc4ccccc4)C3)cc2)C1 (stereo unspecified)
-2.6 | CNC(=O)C1CC(=O)N(CCc2ccc(OC)cc2)C(=Nc2ccc(OC)cc2)S1 (stereo unspecified)
0.42 | CN(C)S(=O)(=O)c1cccc(C(=O)NCc2ccco2)c1
-0.24 | Cc1cccc(COCCN2CCN(S(=O)(=O)c3ccccc3)CCC2=O)c1
0.38 | CC(C)(C)NC(=O)C1N(c2cccnc2)C(=O)C2C(C(=O)Nc3ccccc3)C3(C)C=CC21O3 (stereo unspecified)
0.014 | COc1cc(CN2CCN(C(=O)CC(C)C)CC2)cc(OC)c1O
-5.1* | Cc1ccc(C(=O)COC(=O)C2C3C=CC(C3)C2C(=O)OCC(=O)c2ccc(C)c(C)c2)cc1C (stereo unspecified)
-2.2 | O=S(=O)(c1ccc(OCC(O)CN2CCN(c3ccccc3Cl)CC2)cc1)N1CCOCC1 (stereo unspecified)
0.21 | COCCCNC(=O)Cn1ncc2c(=O)oc3ccccc3c21
-1.2 | O=C(NCc1ccc(F)cc1)C(=O)NCC1OCCN1S(=O)(=O)c1cccs1 (stereo unspecified)
0.28 | CCO[C@@H]1OC(C(=O)NCc2nc3ccccc3[nH]2)=C[C@H](c2ccccc2)[C@H]1CCCO

(cont.)
Cav3 T inh | molecule
0.29 | CN(C)C(=O)c1cc2cc([N+](=O)[O-])ccc2s1
0.31 | CON/C=C(\C=Nc1ccc(Cl)cc1Cl)c1ncc(C(F)(F)F)cc1Cl
-7.6* | O=C1N=C2SCCN2/C1=C\c1c(Cl)cccc1Cl
0.29 | CCOC(=O)CSc1nnnn1-c1cc(OC)c(Cl)cc1OC
0.41 | Cc1ccc(Nc2[nH]c(=O)c3ccccc3c2C(=O)c2ccccc2)cc1
0.026 | O=C(Nc1cccc(C(F)(F)F)c1)c1cc2c(=O)c3ccccc3oc2nc1C(F)(F)F
-5.9* | N#Cc1nc(COc2ccccc2F)oc1N1CCCCCC1
-10* | CCOc1ccc(NC(=O)CSCc2cnn(-c3ccccc3)c2-n2cccc2)cc1
-2.1 | COc1ccc(C2=NCC(CSc3nnc(-c4ccc5c(c4)OCO5)o3)S2)cc1 (stereo unspecified)
0.18 | O=C(c1ccc(S(=O)(=O)N2CCOCC2)cc1)N1CCN(c2cccc(Cl)c2)CC1
0.3 | O=S(=O)(Nc1ccccc1)c1ccc(Oc2ncc(C(F)(F)F)cc2Cl)cc1
0.37 | Cc1cc(C)n(CCSCC(=O)O)n1

Further structures follow.
Cav3 T inh | molecule
0.24 | CCCn1nnc(NC(=O)c2ccco2)n1
0.5 | C=C(C(=O)O)C(CCCCCC)C(=O)O (stereo unspecified)
-0.023 | CCC(NC(=O)Nc1ccc(O)cc1)(C(F)(F)F)C(F)(F)F
1 | Cc1cc(=O)oc2cc(OCC(=O)N3CCc4ccccc4C3)ccc12
-0.27 | CCN(CCCNC(=O)c1c(C)cc(=O)oc1C)c1cccc(C)c1

Only part of the results is shown; count on the stated rates, not on these rows.
